# Screens: PubChem BioAssay, National Center for Advancing Translational Sciences (NCATS)
# GAA glycogen mod: qHTS Assay for Inhibitors and Activators of Human alpha-Glucosidase Cleavage of Glycogen | recombinant GAA, glycogen substrate, Amplex Red glucose oxidase fluorescence | Potency, µM (highest dose often 76.4 µM), for the others: at the top dose activity change, negative = inhibition, usual class: inhibitors | 300,000 tested, 0.38% active | AID 2100, 2009; active = well fitted inhibition curve with a large enough effect; inconclusive = small, poorly fitted or top-dose-only effect, or another doubt; inactive = no such curve, though single readings can be large or run the other way;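 note: 0% = full enzyme reaction and -100% = no-enzyme basal signal; the screen sought inhibitors and activators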
#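 qHTS, 1536-well; enzyme 4 nM final; cpd up to 77 uM; substrate bovine liver glycogen 30 ug; 50 mM citrate/phosphate pH 5.0, 0.01% Tween-20; 37 C, 40 min; Amplex Red detection 45 min RT; Hill fit → AC50.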
# Numbers without * were called inactive; ? = inconclusive; [ ] = dose if it differs, or a comment. Potency is the fitted concentration of half-maximal effect.
GAA glycogen mod | canonical_smiles
3.1% | NNC(=O)c1oc2nc(-c3ccccc3)cc(-c3ccccc3)c2c1N
0.0%[76.3 µM] | CCOC(=O)c1sc(NC(=O)/C=C/c2ccc(C(C)C)cc2)c(C(=O)OCC)c1C
-12.8% | COc1cc2c(cc1OC)-c1cc(Nc3ccccc3Br)nc(=O)n1CC2
-1.9% | COc1ccc(N(C(=O)c2ccco2)C(C(=O)NC2CCCC2)c2ccncc2)cc1OC (stereo not given)
0.0%[76.3 µM] | O=C(Nc1ccccc1N1CCN(C(=O)c2ccccc2)CC1)c1ccc(Br)o1
5.4%[76.3 µM] | Cc1ccc(S(=O)(=O)NCC(=O)NC2CC2)cc1
-13.3% | COc1ccccc1C1CCN(C(=O)C2CCCCC2)CC1
-1.3%[76.3 µM] | Cc1sc2nc(SCC(=O)N3CCOCC3)[nH]c(=O)c2c1-c1ccccc1
-7.5%[76.3 µM] | CCOc1ccc(S(=O)(=O)c2cn(Cc3ccccc3C)c3ccc(OC)cc3c2=O)cc1
-4.1%[76.3 µM] | O=C(CCN1CCCO1)N1CCCC(N2CCN(c3cccc(C(F)(F)F)c3)CC2)C1 (stereo not given)
1.1% | CCOc1ccc(Br)cc1C(=O)N/N=C/c1ccccn1
-0.8%[76.3 µM] | CCc1cc(=O)oc2cc(C)cc(OCC(=O)NCc3cccnc3)c12
-0.7%[76.3 µM] | CCN(CC)CCN(C(=O)c1ccc2c(c1)CCCC2)c1nc2c(C)cccc2s1
-10.5%[76.3 µM] | Cc1cc(OC(C)C(=O)Nc2c(C(=O)c3ccc(F)cc3)oc3ccccc23)ccc1Cl (stereo not given)
8.4%[76.3 µM] | Cc1ccccc1C(=O)Nc1sc2c(c1C(=O)N1CCCCC1)CCC(C)C2 (stereo not given)
-19.4%[76.3 µM] | Cc1ccc(NC2CCCCC2NS(=O)(=O)c2ccccc2)c(C)c1 (stereo not given)
2.9%[76.3 µM] | COc1ccc(CCNC(=O)C2CCN(S(=O)(=O)c3ccc(OC)cc3)CC2)cc1
1.4% | Cc1ccc(Nc2nc3ccccc3n3cnnc23)cc1Cl
0.1%[76.3 µM] | Cc1cccc(C)c1OCc1cc(C(=O)NCc2ccc(Cl)s2)no1
-1.9%[76.3 µM] | CCCCCn1c(CCCNC(=O)c2ccccc2)nc2ccccc21
-1.6%[76.3 µM] | COc1ccccc1-c1cc(C(F)(F)F)n2ncc(C(=O)N3CCc4ccccc4C3)c2n1
-0.9% | CCC(C)(CCNC(=O)Cc1ccccc1)c1ccccc1OC (stereo not given)
6.3% | O=C(CN(C(=O)CNC(=O)c1ccco1)c1ccc(F)c(Cl)c1)NC1CCCCC1
1.4% | CCn1cc(CCC(=O)NCc2ccccc2OC)c2ccccc21
15.9%[76.3 µM] | COc1ccc2oc(=O)cc(CN3CCN(c4ccc(F)cc4)CC3)c2c1
? | COc1ccc(CNC(=O)c2cc3cc4ccc(C)cc4nc3o2)cc1
-0.4%[76.3 µM] | CC(C)(C)c1ccc(C(=O)NCC(=O)N2CCC3(CC2)NCCc2[nH]cnc23)cc1
-1.6%[76.3 µM] | CCOC(=O)c1ccccc1NC(=O)Cn1c(=O)n(CCCC(=O)NCc2ccc3c(c2)OCO3)c(=O)c2ccccc21
-25.1%[76.3 µM] | CCOC(=O)C1=C(CN(CC)Cc2ccccc2)NC(=O)NC1c1ccc(OC(C)C)cc1 (stereo not given)
-5.4%[76.3 µM] | Cn1cc(S(=O)(=O)NCc2ccc(F)cc2)c(=O)n(C)c1=O
-18.6%[76.3 µM] | COc1ccc(C2(C)NC(=O)NC2=O)cc1OC (stereo not given)
-2.6%[76.3 µM] | CCCCOC(=O)/C(C#N)=C/c1ccc(-c2ccc(Br)cc2)o1
1.1% | CC(C)(C)NC(=O)NC(=O)CN1C(=O)NC(c2ccccc2)(c2ccccc2)C1=O
-8.4% | CC1=C/C(=C(/c2cc(C)c(O)c(Br)c2)c2ccccc2S(=O)(=O)O)C=C(Br)C1=O
-6.8% | Cc1cccc(N(C(=O)c2snc(C(N)=O)c2N)C(C(=O)NCc2ccccc2)c2ccncc2)c1 (stereo not given)
-2.2%[76.3 µM] | COc1cc(CNCCO)ccc1OCCc1ccccc1
-0.8% | COC(=O)c1cc(-c2ccc(OC)cc2F)nc2nc(SC)[nH]c(=O)c12
0.6%[76.3 µM] | COc1ccc(Br)cc1C(=O)Nc1ccc(N2CCCC2)cc1
2.7% | COCCCNC(=O)c1ccc2c(c1)ncn2-c1ccc(C)cc1C
-1.7% | COC(=O)c1ccc(CNC(=O)CCc2c[nH]c3ccccc23)cc1
0.1%[76.3 µM] | CCc1ccc(CN2CCSCC2)cc1
-5.8%[76.3 µM] | CCCn1c(=O)c(C(=O)NC(C)c2ccccc2)c(O)c2ccccc21 (stereo not given)
-3.1%[76.3 µM] | O=C(O)CCCn1cc(NC(=O)COc2ccccc2)cn1
2.0% | Cc1nnc(SCC(=O)Nc2nonc2C)s1
10.7%[76.3 µM] | COc1cccc(C2CC(=O)Nc3c2c(=O)n(C)c2nc4ccccc4n32)c1OC (stereo not given)
3.9%[76.3 µM] | CC1CCN(C(=O)CCc2nnc3ccc(NCc4ccco4)nn23)CC1
-4.4%[76.3 µM] | COC(=O)c1ccc(OCCCCN(C)Cc2ccccc2)cc1
-6.5%[76.3 µM] | Cc1ccc(C(=O)N2CCCC(N3CCN(c4cccc(C(F)(F)F)c4)CC3)C2)s1 (stereo not given)
1.4%[76.3 µM] | CCC1CCCCN1C(=S)NC(=O)c1cccc([N+](=O)[O-])c1 (stereo not given)
4.1% | Cc1ccc(-c2nnc(SCC(=O)N(C)C)nc2-c2ccc(C)cc2)cc1
-3.4% | COc1ccc(CSCC(=O)Nc2ccccc2)cc1[N+](=O)[O-]
7.1%[76.3 µM] | O=C(Nc1cccc(Cl)c1Cl)c1cc2nc(-c3ccc(Cl)cc3)cc(C(F)(F)F)n2n1
1.5%[76.3 µM] | COc1ccc(N2CCN(C(=O)CNC(=O)Cc3ccc(Cl)cc3)CC2)cc1
-12.8% | COc1ccc(-c2coc3cc4oc(=O)c(CC(=O)O)c(C)c4cc23)cc1
5.3% | CCC(C)[C@H](NC(=O)C1CCN(C(=O)[C@H](Cc2ccccc2)NS(=O)(=O)c2ccc(C)cc2)CC1)C(=O)O (stereo not given in full)
-23.9%[76.3 µM] | COc1cccc(N2C(=O)C(CC(=O)Nc3ccc(F)cc3)N(CCC3=CCCCC3)C2=O)c1 (stereo not given)
-5.4%[76.3 µM] | COc1ccc(N2CCN(C(=O)CCCn3c(=O)c4cccn4c4cccnc43)CC2)cc1
2.2%[76.3 µM] | CCOc1ccc(OCCOCCN2CCCC2)cc1
12.0%[76.3 µM] | CCOc1ccc(NC(=O)CS(=O)(=O)Cc2nc(-c3ccc(C)cc3)oc2C)cc1
-0.7% | CCN(CC)CCOC(=O)c1ccc(NC(=O)CCCN2C(=O)S/C(=C/c3ccc(OC)cc3)C2=S)cc1

# As a short view, some entries already given:
GAA glycogen mod | canonical_smiles
10.7%[76.3 µM] | COc1cccc(C2CC(=O)Nc3c2c(=O)n(C)c2nc4ccccc4n32)c1OC (stereo not given)
3.9%[76.3 µM] | CC1CCN(C(=O)CCc2nnc3ccc(NCc4ccco4)nn23)CC1
-4.4%[76.3 µM] | COC(=O)c1ccc(OCCCCN(C)Cc2ccccc2)cc1

# Following part
GAA glycogen mod | canonical_smiles
-1.0%[76.3 µM] | C=CCc1ccc(OCC(O)CN2CCc3ccccc3C2)c(OC)c1 (stereo not given)
-2.2%[76.3 µM] | CC1(C)C2CCC1(CS(=O)(=O)N1CCN(c3ccc(F)cc3)CC1)C(=O)C2 (stereo not given)
-18.1%[76.3 µM] | CC(C)(O)c1[nH]c2ccc(C#N)cc2c1C(C)(C)O
-7.9%[76.3 µM] | COc1ccc([C@@H](C)NC(=O)c2ccc3oc(C(C)C)nc3c2)cc1
14.8%[76.3 µM] | Cc1cc(=O)oc2cc3oc(=O)cc(C)c3cc12
-4.3%[76.3 µM] | CCOc1ccc(-c2nonc2NC(=O)c2oc3cc(C)ccc3c2C)cc1
-4.0%[76.3 µM] | CC(=O)N1CCc2c(sc3c2c(=O)n(-c2ccccc2)c(=O)n3CC(=O)c2ccc(Cl)cc2)C1
8.7%[76.3 µM] | O=C(Nc1ccc(NC(=O)c2ccc(Cl)c(S(=O)(=O)N3CCOCC3)c2)cc1)c1ccccc1
17.0%[76.3 µM] | COc1ccc(S(=O)(=O)N2CN3CCN(C3)C2)cc1
-10.5%[76.3 µM] | CCOC(=O)c1ccc(N=Nc2c(C)[nH]n(-c3ccccc3)c2=O)cc1
4.6%[76.3 µM] | O=C(c1ccc(F)cc1)n1nc(-c2ccccc2)nc1NCc1ccc(F)cc1
2.5% | CC(C)N1CCN(CC2COc3ccccc3O2)CC1 (stereo not given)
3.4%[76.3 µM] | Cc1c(C(=O)O)sc2nc(/C=C/c3ccccc3OC(F)F)[nH]c(=O)c12
-9.4%[76.3 µM] | COc1ccc(NC(=O)[C@H](C)NC(=O)C2CCN(S(=O)(=O)c3ccc(OC)cc3)CC2)cc1
2.5% | O=[N+]([O-])c1ccc(N(CC(O)CN2CCCCC2)S(=O)(=O)c2ccccc2)cc1 (stereo not given)
-3.1% | O=C1NCC(=O)N2C(c3ccccc3)c3[nH]c4ccccc4c3C[C@@H]12 (stereo not given in full)
-9.4%[76.3 µM] | COc1ccccc1C(=O)NC(C(=O)NCCc1nc2ccccc2[nH]1)=C(C)C
2.2%[76.3 µM] | CC(C)c1nnc(NC(=O)CC(C)c2ccccc2)s1 (stereo not given)
-4.6%[76.3 µM] | CC1CCN(CC(=O)Nc2ccc(S(=O)(=O)N3CCCC(C)C3)cc2)CC1 (stereo not given)
4.1%[76.3 µM] | Cc1ccc(NC(=O)c2cc(S(=O)(=O)N(C)C)ccc2N2CCCC2)cc1F
-2.1%[76.3 µM] | CCOc1cc(C(=S)N2CCOCC2)ccc1OS(=O)(=O)c1ccc(C)cc1
-5.6%[76.3 µM] | Cc1ccc(S(=O)(=O)Nc2nnc(C(C)(C)C)s2)cc1
-0.7%[76.3 µM] | O=C(Cc1ccc(Cl)cc1)Nc1ccccc1N1CCN(C(=O)c2ccccc2)CC1
15.2%[76.3 µM] | O=[N+]([O-])c1cc(-c2nc(-c3ccccc3)no2)ccc1N1CCCC1
2.7%[76.3 µM] | COC(=O)c1ccccc1NC(=S)N1CCOCC1
? | Nc1ccc(-n2cc(-c3ccccc3)[nH]c2=S)cc1
2.8% | Cc1cccc2cc3c(nc12)-c1ccccc1C3=O
7.2%[76.3 µM] | CC1CCCC(NC(=O)c2nn(C)c3c2CS(=O)(=O)c2ccccc2-3)C1C (stereo not given)
0.8%[76.3 µM] | COc1ccc(C(CNC(=O)COc2cc(C)c(Cl)c(C)c2)N2CCCCC2)cc1 (stereo not given)
-5.2%[76.3 µM] | COc1ccccc1OCC(=O)N1CCCC(Nc2ccc(C)c(C)c2)C1 (stereo not given)

# Some of these compounds in order of the GAA glycogen mod value, falling:
Compound | GAA glycogen mod
Cc1cccc2cc3c(nc12)-c1ccccc1C3=O | 2.8%
CC(C)N1CCN(CC2COc3ccccc3O2)CC1 (stereo not given) | 2.5%
O=C1NCC(=O)N2C(c3ccccc3)c3[nH]c4ccccc4c3C[C@@H]12 (stereo not given in full) | -3.1%

# (more compounds)
GAA glycogen mod | canonical_smiles
-11.6%[76.3 µM] | Cc1cc(N2C(=O)c3ccc(C(=O)Nc4ccc(O)cc4C(=O)O)cc3C2=O)no1
-8.9%[76.3 µM] | Cc1ccc(-c2nnc(Nc3ccc(O)cc3)c3ccccc23)cc1S(=O)(=O)NCCO
-2.2% | CCOCCCN(C(=O)c1snc(C(N)=O)c1N)C(C(=O)NC1CCCC1)c1ccc(O)c(OC)c1 (stereo not given)
4.9%[76.3 µM] | Cc1ccc(CN(Cc2ccco2)C(=O)COc2ccccc2C)cc1
10.8% | COc1cccc(CN(CC(=O)NC2CCCC2)C(=O)c2csnn2)c1
-0.8% | CC(NC(=O)COc1cccnc1[N+](=O)[O-])c1ccc(Cl)cc1Cl (stereo not given)
-6.6%[76.3 µM] | COc1ccc(-n2nc(C(=O)N3CCN(c4cccc(C(F)(F)F)c4)CC3)c3c4ccccc4n(C)c3c2=O)cc1Cl
-5.9%[76.3 µM] | Cc1ccc(-c2nc(S(=O)(=O)c3ccccc3)c(N3CCN(c4ccccc4)CC3)o2)cc1
-6.6%[76.3 µM] | CCc1ccc(OC(=O)CSc2nnc(-c3ccc(OC)c(OC)c3)o2)cc1
16.3%[76.3 µM] | CCCCCn1c(=O)[nH]c2cc(C(=O)NC(C)CC)ccc2c1=O (stereo not given)
0.3% | O=C(CNC(=O)c1cccs1)OCc1ccc(Cl)cc1
-6.4%[76.3 µM] | COc1ccccc1CCNC(=O)c1ccc(Br)s1
-1.3% | O=C(N/N=C/c1cccnc1)c1ccc(O)cc1
1.2% | Cc1cccc2c1NC(=O)C21OCC(CO)([N+](=O)[O-])CO1 (stereo not given)
-7.8%[76.3 µM] | CCOc1ccc(S(=O)(=O)c2cn(Cc3ccc(C)cc3)c3ccc(OC)cc3c2=O)cc1

# Shown as tab-separated lines: entries from further up.
SMILES	GAA glycogen mod
CCOCCCN(C(=O)c1snc(C(N)=O)c1N)C(C(=O)NC1CCCC1)c1ccc(O)c(OC)c1 (stereo not given)	-2.2%
Cc1ccc(-c2nnc(Nc3ccc(O)cc3)c3ccccc23)cc1S(=O)(=O)NCCO	-8.9%[76.3 µM]
COc1cccc(CN(CC(=O)NC2CCCC2)C(=O)c2csnn2)c1	10.8%
Cc1ccc(-c2nc(S(=O)(=O)c3ccccc3)c(N3CCN(c4ccccc4)CC3)o2)cc1	-5.9%[76.3 µM]

# Some of the compounds tested; count on the stated rates, not on these rows.
